# RGS4 block = human RGS4 inhibition; P49798; HEK293 M3R/RGS4 inducible, Fluo-4 calcium flux; stronger effect = higher value; triggered by carbachol at its EC20; B-score at 10 µM; hit rate 0.45% among 310,000;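 active = B-score, a plate-corrected calcium signal, over three deviations above library mean, with baseline fluorescence within five deviations of library mean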;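 also: RGS4 expression induced by doxycycline in cells with stable M3 receptor; B-score is computed from the integrated fluorescence ratio over baseline after carbachol; higher B-score means a larger calcium signal and so more RGS4 inhibition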
# Target sequence (P49798 whole entry, looked up): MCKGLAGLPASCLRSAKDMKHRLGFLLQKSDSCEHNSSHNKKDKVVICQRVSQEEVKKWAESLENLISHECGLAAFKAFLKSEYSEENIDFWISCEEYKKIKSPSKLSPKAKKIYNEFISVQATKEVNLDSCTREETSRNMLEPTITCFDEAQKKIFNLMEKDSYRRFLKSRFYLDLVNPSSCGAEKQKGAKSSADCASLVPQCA
# KCNK9 inh = human KCNK9 channel inhibition | Q9NPC2 | HEK293 KCNK9, FluxOR thallium flux fluorescence; stronger effect = lower value | B-score at 10 µM | hit rate 1.2% among 310,000 | AID 488922;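 active = ratio B-score over 3 SD below the library mean, with starting fluorescence within 5 SD of its mean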;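 also: negative B-score means less thallium flux so channel inhibition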
# Target sequence (Q9NPC2 whole entry, looked up): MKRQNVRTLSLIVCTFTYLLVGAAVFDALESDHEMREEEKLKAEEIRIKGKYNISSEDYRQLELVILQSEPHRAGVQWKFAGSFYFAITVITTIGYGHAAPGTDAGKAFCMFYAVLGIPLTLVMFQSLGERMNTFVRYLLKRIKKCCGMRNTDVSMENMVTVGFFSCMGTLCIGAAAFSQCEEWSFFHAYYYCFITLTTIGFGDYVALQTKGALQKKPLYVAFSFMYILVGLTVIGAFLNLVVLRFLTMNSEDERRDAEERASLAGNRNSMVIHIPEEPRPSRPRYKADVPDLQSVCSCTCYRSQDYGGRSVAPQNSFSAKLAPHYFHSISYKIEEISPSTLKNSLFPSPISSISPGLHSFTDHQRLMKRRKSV
# TMEM16A act = mouse TMEM16A channel activation, primary screen. HEK293 TMEM16A/YFP-H148Q/I152L, iodide quench fluorescence; stronger effect = lower value. B-score at 10 µM. hit rate 0.3% among 340,000;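 active = fluorescence-ratio B-score plate-corrected deviation score at least 3 library SD below zero, with starting fluorescence score within 5 deviations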;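 also: channel opened by trigger with iodide after compound preincubation; score built on the fluorescence ratio of max minus min over baseline; more negative score means more quench and so TMEM16A activation or potentiation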
# KCNK3 block = human KCNK3 channel inhibition, primary screen. B-score at 10 µM. CHO-KCNK3 thallium flux, FluxOR fluorescence; stronger effect = lower value. hit rate 0.84% among 340,000. AID 602410;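 active = B-score under library mean minus 4 SD, starting fluorescence ratio at most library mean plus 5 SD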;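 also: more negative B-score means stronger inhibition of thallium flux through KCNK3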
# ANO1 block = blocks the mouse calcium-activated chloride channel TMEM16A | Q8BHY3 | HEK293 TMEM16A/YFP iodide influx fluorescence, ionomycin | AID 588511 | normalized B-score (activity score, 25-100; higher = stronger inhibition) at 10 µM | hit rate 1.2% among 310,000;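 active = ratio plate-corrected score three or more library SD toward inhibition, starting fluorescence score within five deviations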;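 also: score derived from kinetic fluorescence span divided by baseline fluorescence per well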
# RGS4 act = RGS4 potentiation or activation. HEK293 M3R/inducible RGS4, carbachol calcium flux Fluo4; stronger effect = lower value. hit rate 0.92% among 310,000. B-score at 10 µM. AID 463111;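 active = B-score of the integrated calcium signal more than 4 SD below the library mean, with starting fluorescence not abnormally high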;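 also: negative B-score means reduced calcium response which marks RGS4 activation or potentiation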
#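 Assay system: HEK293 FlpIn-TREx cells, stable M3R, doxycycline-inducible RGS4 / Probe or stimulus: carbachol, ECmax concentration / Times: overnight RGS4 induction, 30 min dye load 37 °C, 20 min compound RT / Signal: kinetic calcium fluorescence imaging with Fluo4-AM dye, 2 µM / Measure: Agonist-evoked peak-minus-minimum fluorescence over baseline, integrated ratio, B score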
# KCNQ1 block = blocks the human KCNQ1 potassium channel | hit rate 1.3% among 310,000 | CHO-K1 KCNQ1, FluxOR thallium flux fluorescence; stronger effect = higher value | B-score at 10 µM;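 active = compounds whose thallium flux B-score, printed positive for inhibition, exceeds three library SD while starting fluorescence stays within three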;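 also: channel opened by potassium depolarization with thallium stimulus after 20 min compound exposure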
# KCNQ1 pot = potentiators or activators of human KCNQ1 potassium channel. CHO-K1 KCNQ1, thallium flux FluxOR fluorescence; stronger effect = higher value. B-score at 10 µM. hit rate 0.35% among 310,000. AID 2648;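 active = fluorescence ratio B-score, a plate-corrected score, at least three library SD, with initial intensity B-score within 5 SD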
#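 Medium – assay buffer, equal DMSO in all wells · Material – CHO-K1 cell line with stable KCNQ1 potassium channel expression · Signal – kinetic FluxOR thallium fluorescence, 10-s 1-Hz baseline, 110-s post-stimulus read · Compound – single concentration per compound, DMSO matched to controls · Schedule – 37 °C overnight plating, 90-min dark dye load, 20-min compound pretreatment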
# HDAC3 inhib = blocks human histone deacetylase 3; AID 2718; O15379; hit rate 0.15% among 320,000; recombinant HDAC3, fluorogenic peptide/trypsin coupled, fluorescence; inhibition, % at 8.3 µM; in the data active = inhibition above about 26%, passing the limit was not always enough; inconclusive = no clear call, values can overlap the other calls
# Target sequence (O15379 whole entry, looked up): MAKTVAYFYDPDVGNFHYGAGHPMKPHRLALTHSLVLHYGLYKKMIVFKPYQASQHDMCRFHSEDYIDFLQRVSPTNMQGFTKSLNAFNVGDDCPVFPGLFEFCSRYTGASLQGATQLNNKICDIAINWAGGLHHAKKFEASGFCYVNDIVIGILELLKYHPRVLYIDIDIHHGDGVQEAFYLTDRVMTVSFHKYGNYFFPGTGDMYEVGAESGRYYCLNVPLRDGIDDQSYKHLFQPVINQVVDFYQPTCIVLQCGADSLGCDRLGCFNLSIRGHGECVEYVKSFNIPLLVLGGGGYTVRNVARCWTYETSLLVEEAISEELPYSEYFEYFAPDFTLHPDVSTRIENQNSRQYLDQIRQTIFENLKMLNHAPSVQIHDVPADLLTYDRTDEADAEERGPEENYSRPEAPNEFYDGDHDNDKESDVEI
# hERG rescue = shields human hERG channel from block by proarrhythmic agents; Q12809; CHO-hERG, FluxOR thallium flux, dofetilide IC70 present; activation (rescue from dofetilide block), less the hit threshold, % at 10 µM; hit rate 0.51% among 310,000; AID 1511;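 active = activation above the mean of controls blocked by dofetilide plus 5 SD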;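 also: thallium influx through hERG after potassium depolarization seen as dye fluorescence rise; in these data hits start at about 4.7%; inactives centre near -7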
# SKKanGAS inh = inhibitors of SKKanGAS S. pyogenes growth in kanamycin (SK-promoter or general growth effect). AID 1662. hit rate 1.3% among 300,000. inhibition, % at 7.5 µM. BacTiter-Glo, 6 h;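 active = mean replicate score, as percent of positive control median, at least 50; inconclusive = mean below 50 but one replicate at or above 50; inactive = mean and every replicate below 50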;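 also: strain carries kanamycin resistance gene driven by streptokinase promoter and grows in 40 µg/ml kanamycin; loss of luminescence reflects streptokinase promoter inhibition or plain growth inhibition; 0% = median of DMSO wells and 100% = positive control at its reference dose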
# Active calls of the source: *; i = inactive; ? = inconclusive; · = not tested or not shown. The order is random; 6.3% or so of the library scored in one or more.
SMILES,RGS4 block,KCNK9 inh,TMEM16A act,KCNK3 block,ANO1 block,RGS4 act,KCNQ1 block,KCNQ1 pot,HDAC3 inhib,hERG rescue,SKKanGAS inh
COCCCNS(=O)(=O)c1cccc(S(=O)(=O)c2cccc(S(=O)(=O)NCCCOC)c2)c1,i,i,i,i,i,i,i,i,-1,1,-2
O=C(Nc1cccc(C(F)(F)F)c1)C1CCN(S(=O)(=O)c2cccnc2)CC1,i,i,i,i,i,i,i,i,5,-8,7
CCCCOc1ccc(-c2n[nH]c(=S)n2Cc2ccccc2)cc1,i,i,i,i,i,i,i,i,-4,-5,7
CCOC(=O)c1cn(Cc2ccc(C)cc2)nn1,i,i,i,i,i,i,i,i,·,-3,-6
N#Cc1c(SCC(=O)N2CCOCC2)nsc1SCC(=O)N1CCOCC1,i,i,i,i,i,i,i,i,-4,-3,-4
CC(Sc1nnnn1C)C(=O)Nc1ccccc1-c1ccccc1 (stereo not given),i,i,i,i,i,i,i,i,0,-5,-5
O=C(CNS(=O)(=O)c1ccccc1)N1CCN(C(=O)c2ccco2)CC1,i,i,i,i,i,i,i,i,-7,-9,-4
Cc1ccccc1N1CCN(C(=S)c2ccc([N+](=O)[O-])cc2)CC1,i,i,i,i,i,i,i,i,2,-13,2
COc1cc(/C=N/NC(=O)c2cccnc2)cc(Br)c1O,i,i,i,i,i,i,i,i,2,-4,1
CCOC(=O)Cc1csc(NC(=O)c2ccc(C)cc2)n1,i,i,i,i,i,i,i,i,9,-7,13
COc1ccc(C(=O)NC(C(=O)NCc2ccccc2OC)C(C)C)cc1 (stereo not given),i,i,i,i,i,i,i,i,-3,-7,1
Cn1c(CNC(=O)CNC(=O)Cc2ccc(F)cc2)cc(=O)n(C)c1=O,i,i,i,i,i,i,i,i,-3,-7,3
O=C(CCc1ccccc1)NNC(=O)Nc1ccc(Cl)cc1,i,i,i,i,i,i,i,i,2,-2,3
CC[C@@]12C(=O)N(c3ccc(C)cc3)C(=O)N1[C@H](c1cccc(C)c1)[C@@H]1C(=O)N(Cc3ccccc3)C(=O)[C@@H]12,i,i,i,i,i,i,i,i,-7,-6,3
CCN(CC)c1c2c(c(C#N)c3nc4ccccc4n13)CCC2,i,i,i,i,i,i,i,i,-2,-6,-2
COC(=O)C1=C(C)N(Cc2ccccc2)C(=NCCc2cccnc2)N[C@H]1c1ccccc1,i,i,i,i,i,i,i,i,-3,-7,2
COC(=O)C1(C)NCCc2c1[nH]c1ccccc21 (stereo not given),i,i,i,i,i,i,i,i,-1,-3,-4
Cc1cc(C)cc(NC(=O)c2ccc3c(c2)CCN3S(C)(=O)=O)c1,i,i,i,i,i,i,i,i,3,-9,-6
COc1cc(NC(=S)Nc2ccccn2)c(OC)cc1Cl,i,i,i,i,i,i,i,i,?,-8,-5
CCOC(=O)N1CCC(NC(=O)CS(=O)(=O)Cc2nc(-c3cccc(OC)c3)oc2C)CC1,i,i,i,i,i,i,i,i,-7,-5,-2
COc1ccc(CCN(C)C(=O)CN2C(=O)c3ccccc3S2(=O)=O)cc1OC,i,i,i,i,i,i,i,i,1,-7,-2
O=[N+]([O-])c1ccc(COc2cccc(CNc3ccc(Br)cc3)c2)cc1,i,-10*,i,i,i,i,i,i,2,-16,-1
c1ccc2c(c1)ncn2CCC1CCCCC1,i,i,i,i,i,i,i,i,1,-18,22
Cc1ccc(C2CC2c2n[nH]c(=S)n2-c2cccc(Cl)c2)cc1 (stereo not given),i,i,i,i,i,i,i,i,-2,-6,-9
CCn1nc(C)c(NC(=O)c2cc(Br)ccc2Cl)c1C,i,i,i,i,i,i,i,i,-5,-12,5
CCCCc1nc(NCCN2CCOCC2)c(C#N)c2c1COC(C)(C)C2,i,i,i,i,i,i,i,i,-2,-10,1
CCN1C(=O)CSc2ccc(C(=O)NCc3ccccc3OC)cc21,i,i,i,i,i,i,i,i,5,-8,-7
CC(C)c1nnc(NC(=O)C2CCCN(C(=O)Nc3ccc(F)cc3)C2)s1 (stereo not given),i,i,i,i,i,i,i,i,-1,-6,4
CC(=NCc1cccc(Cl)c1)c1nc(-c2ccco2)oc1O,i,i,i,i,i,i,i,i,11,-2,-2
Cc1nc2ccc(NC(=O)N3CCSCC3)cc2s1,i,i,i,i,i,i,i,i,-3,-7,0
COc1cc(-c2n[nH]c(=S)n2-c2cccc(C(F)(F)F)c2)cc(OC)c1OC,i,i,i,i,i,i,i,i,·,-9,1
CCN1CCN(/C=N/c2nc3c(s2)CCCC3)CC1,i,i,i,i,i,i,i,i,9,-2,4
CS(=O)(=O)N(CC(=O)N1CCc2ccccc2C1)Cc1ccc(Cl)cc1,i,i,i,i,i,i,i,i,7,-9,-4
N#Cc1ccc(C(=O)NNC(=O)c2ccncc2)cc1,i,i,i,i,i,i,i,i,-1,-7,-3
CCOC(=O)CC(=O)Nc1ccc(C(=O)OCC)cc1,i,i,i,i,i,i,i,i,-8,-6,-4
CCN1C(=O)C(O)(CC(=O)c2c(C)coc2C)c2ccccc21 (stereo not given),i,i,i,i,i,i,i,i,-3,-18,4
COc1cccc(CN2CC(C(=O)N3CCCO3)CCC2=O)c1 (stereo not given),i,i,i,i,i,i,i,i,-2,-13,-1
CCC(=O)NC(=S)Nc1ccc(NC(=O)c2ccco2)cc1,i,i,i,i,i,i,i,i,-2,-3,0
Clc1ccccc1C1=Nn2c(nnc2-c2ccco2)SC1,i,i,i,i,i,i,i,i,-6,-11,4
CC1CCN(C(=O)c2ccc(NC(=O)C3CCCO3)cc2)CC1 (stereo not given),i,i,i,i,i,i,i,i,2,-14,4

# Reformatted with values under each structure: entries from further up.
# Order of results: RGS4 block | KCNK9 inh | TMEM16A act | KCNK3 block | ANO1 block | RGS4 act | KCNQ1 block | KCNQ1 pot | HDAC3 inhib | hERG rescue | SKKanGAS inh
- CCC(=O)NC(=S)Nc1ccc(NC(=O)c2ccco2)cc1
  i | i | i | i | i | i | i | i | -2 | -3 | 0
- N#Cc1ccc(C(=O)NNC(=O)c2ccncc2)cc1
  i | i | i | i | i | i | i | i | -1 | -7 | -3

# More records.
SMILES,RGS4 block,KCNK9 inh,TMEM16A act,KCNK3 block,ANO1 block,RGS4 act,KCNQ1 block,KCNQ1 pot,HDAC3 inhib,hERG rescue,SKKanGAS inh
O=C(NCCN1CCCCC1)Nc1cccc(Cl)c1Cl,i,i,i,i,i,i,i,i,1,-6,1
CCOC(=O)/C(C#N)=C/N1CCOCC1,i,i,i,i,i,i,i,i,·,-13,-9
Cn1c(=O)c2c(nc(CN3CCN(CCO)CC3)n2Cc2ccccc2Cl)n(C)c1=O,i,i,i,i,i,i,i,i,-8,-10,-5
Cc1c(C(=O)O)cccc1-n1c(C)cc(/C=C(/C#N)C(=O)NCc2ccccc2)c1C,i,i,i,i,i,i,i,i,12,-7,18
O=C(O)c1ccc(-c2ccc(O)c(F)c2)cc1,i,i,i,i,i,i,i,i,·,-9,-10
Cc1ccc(CNC(=O)CCS(=O)(=O)c2cccc3nonc23)cc1,i,i,i,i,i,i,i,i,0,-13,-1
Cc1ccc(S(=O)(=O)NCc2cccnc2)cc1C,i,i,i,i,i,i,i,i,-10,-4,-6
c1ccc2nc3c(nc2c1)[nH]c1ccccc13,i,i,i,i,i,i,i,i,3,-4,-1
CCNc1c([N+](=O)[O-])c(=O)oc2ccccc12,i,i,i,i,i,i,i,i,12,-8,-13
Cc1nc2ccccc2c(=O)n1/N=C/c1ccc(N(C)C)cc1,i,i,i,i,i,i,i,i,-9,-3,9
Cc1cccc(NS(=O)(=O)c2cccc3nsnc23)c1,i,i,i,i,i,i,i,i,13,-6,6
O=C(CCCOc1cccc(Br)c1)NCCOc1ccccc1,i,i,i,i,i,i,i,i,9,-6,-10
CN1CCN(c2ccc(S(=O)(=O)N3CCOCC3)cc2)CC1,i,i,i,i,i,i,i,i,?,-3,-9
CSc1cccc(NC(=O)c2c(Cl)cnn2C)c1,i,i,i,i,i,i,i,i,11,-1,-8
COC(=O)CSc1snnc1-c1ccc(Cl)c(Cl)c1,i,i,i,i,i,i,i,i,4,-9,31
CC12CCC(=O)N1C(C(=O)OCC(=O)Nc1sccc1C#N)CS2 (stereo not given),i,i,i,i,i,i,i,i,7,-16,9
CCC/C(O)=C1\C(=O)CC(C)(C)CC1=NCc1ccccc1,i,i,i,i,i,i,i,i,-4,-11,2
COC(=O)c1cc(C)sc1NC(=O)C1CC(=O)NN1Cc1ccccc1 (stereo not given),i,i,i,i,i,i,i,i,3,-5,10
Cc1nn(Cc2ccccc2)c(C)c1NC(=O)CSc1nnc(-c2cc(Cl)ccc2O)n1C,i,i,i,i,i,i,i,i,-2,-3,-1
CCn1c(SCC(=O)Nc2ccc(C(C)=O)cc2)nnc1C1CC1,i,i,i,i,i,i,i,i,3,-12,2
CCOC(=O)CSc1nc(N)c(C#N)c(-c2ccc(OCC)cc2)c1C#N,i,i,i,i,i,i,i,i,-16,-6,3
Cn1c(=O)n(CCc2ccccc2)c2ccccc21,i,i,i,i,i,i,i,i,-11,-5,-5
COC(=O)C1CC(Cl)CN1c1ncc(C(F)(F)F)cc1Cl (stereo not given),i,i,i,i,i,i,i,i,-4,-3,-1
COCc1ccc([C@@H]2C[C@H]3CN(Cc4cccc(Cl)c4)C(=O)[C@]34CCCN24)o1,i,i,i,i,i,i,i,i,1,-13,5
CN(C)S(=O)(=O)c1cccc(COc2ncnc3c(Cl)cc(Cl)cc23)c1,i,i,-9.5*,i,i,i,i,i,-4,-2,5
COc1cc(NC(=S)N2CCN(c3ccccn3)CC2)cc(OC)c1,i,i,i,i,i,i,i,i,-2,-2,-5
CC(OC(=O)c1cc(=O)[nH]c2ccccc12)C(=O)Nc1ccccc1F (stereo not given),i,i,i,i,i,i,i,i,3,-6,-7
CCN(CC)S(=O)(=O)c1ccc(C(=O)NCC(c2ccc(OC)cc2)N2CCOCC2)cc1 (stereo not given),i,i,i,i,i,i,i,i,-12,-1,2
C=CCn1c(=N)n(CC(=O)c2ccc(Cl)cc2)c2ccccc21,i,i,i,i,i,i,i,i,7,-8,-4
CCCCn1c(=N)n(CC(=O)O)c2ccccc21,i,i,i,i,i,i,i,i,2,-10,1

# Screening results from PubChem.
